Lipid storage S3: qHTS Assay for Lipid Storage Modulators in Drosophila S3 Cells; Drosophila S3 cells, BODIPY lipid droplet fluorescence, 18-24 h; cells fed with added oleic acid; lipid storage change, negative = inhibition, % at the top dose, mostly 46.1 µM; hits show Potency in µM; actives 0.64% (n = 320,000); AID 2685; active means well fitted inhibition curve with a large enough effect in the signal ratio, with a control signal flat, not every such curve was filed as active; inconclusive means small, poorly fitted or top-dose-only effect, or effect the other way, or a change in a side signal; the % refers to the signal ratio
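Drosophila S3 cells loaded with oleic acid (400 uM, as added) and compounds at several concentrations; lipid droplets imaged by 488-nm laser-scanning cytometry, 500–530 nm intensity and object ratio to cell channel. Percent activity normalized to 20 uM Triacsin C.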
Lipid storage S3 cell count max: recorded beside Lipid storage S3, whose call it bears; cell number change, %; measured here: cell count max response;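 cells counted by Cell Tracker Red CMTPX staining in the red channel; peak over a dose series mostly up to 46.1 µM; percent activity relative to internal control wells on each plate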
The depositor's hits bear a star; i = inactive; ? = inconclusive; nt = not tested or not shown; [ ] = remark or other dose. On the % scale 0 is the no-effect control and ±100 the full control effect; potency means the concentration at half of the fitted maximal effect.

smiles | Lipid storage S3 | Lipid storage S3 cell count max
C=C[C@@H]1c2cc(C)ccc2N(S(=O)(=O)c2ccc(C)cc2)[C@H](c2ccc(OC(C)=O)cc2)C1(C#N)C#N | 17% | 5
COc1cc(OC)cc(C(=O)NC(=S)Nc2ccc(N3CCCC3)cc2)c1 | ? | nt
CCOC(=O)c1c(S(=O)(=O)N2CCCCCC2)c(C)n(C)c1C | i | nt
COc1ccc(CCn2c(C)cc(C(=O)CSc3nc(N)cc(=O)[nH]3)c2C)cc1 | -25% | nt
CCOc1ccc2c(c1)n([O-])c1c([n+]2=O)CCCC1 | 18% | 4
COc1ccc(NC(=O)CN(C)C(=O)c2cn(-c3ccccc3)nc2-c2ccc(F)cc2)cc1 | -11% | -11
CCCCNC(=O)C(=O)N/N=C/c1ccc(OCC(=O)Nc2cccc(OC)c2)c(OC)c1 | -10% | 8
CCOC(=O)C1CCN(S(=O)(=O)c2ccc(C)cc2)CC1 | ? | nt
O=C1CC(c2ccc3c(c2)OCO3)Sc2nc3ccccc3n21 (configuration not stated) | 10% | -2
CCc1nc(CNC(=O)C2CCC(=O)N(CCc3ccc(OC)cc3)C2)cs1 (configuration not stated) | ? | nt
O=c1[nH]c(SCc2ccccc2[N+](=O)[O-])nc2nc[nH]c12 | ? | nt
Cc1ccc(S(=O)(=O)NC(CC(=O)O)c2ccccc2)c(C)c1 (configuration not stated) | ? | nt
O=C1CSC(c2cccs2)N1c1ccccc1 (configuration not stated) | ? | nt
CC(=O)c1cccc(NC(=O)Cn2nc(-c3ccccc3Cl)ccc2=O)c1 | ? | nt
CC1(C)C[C@H]2C3=CCC4[C@@]5(C)CC[C@H](O)[C@](C)(CO)C5CC[C@@]4(C)[C@]3(C)C[C@H]3O[C@@H]1[C@H](O)[C@]32CO (some centres not stated) | ? | nt
CCn1cc(C2CC(=O)NC2=O)c2ccccc21 (configuration not stated) | 15% | nt
CCn1c(SCC(=O)Nc2sc3c(c2C#N)CCC(C(C)(C)C)C3)nnc1-c1ccco1 (configuration not stated) | -3% | -8
O=C(O)c1ccccc1N/N=C\c1ccnc2ccccc12 | -17% | -19
CCCCOC(=O)Cn1cnc2ccc(Br)cc2c1=O | ? | nt
Cc1cccc(CNC(=O)CCCn2nc(C)c3c(C)n(-c4ccccc4)nc3c2=O)c1 | i | -10
COc1ccccc1C(=O)Nc1ccc2c(c1)C(=O)NC2=O | ? | nt
NS(=O)(=O)c1cccc(NC(=O)CSc2ncc(C(F)(F)F)cc2Cl)c1 | 20% | nt
O=C(CCC1CCCN(C(=O)c2cccc(F)c2)C1)N1CCN(c2ccccn2)CC1 (configuration not stated) | ? | nt
CC1(C)NC(=O)N(CCOc2cccc(Cl)c2Cl)C1=O | ? | nt
O=C(N/N=C/c1ccc(N2CCCCC2)o1)C(O)(c1ccccc1)c1ccccc1 | ? | nt
COc1ccc(-c2nn(-c3ccccc3)cc2/C=C(\CC(=O)O)c2nc3ccccc3s2)cc1OC | ? | nt
CCC(C)NS(=O)(=O)c1ccc(NS(C)(=O)=O)cc1 (configuration not stated) | i | nt
CCOC(=O)Cn1c(=O)oc2cc(S(=O)(=O)NCc3ccccn3)ccc21 | ? | nt
Cc1ccc(S(=O)(=O)CCC(=O)OCC(=O)N(Cc2ccccc2)C(C)C)cc1 | ? | nt
CCOC(=O)c1sc(N)c(C(=O)OC)c1C | 3% | 1

Part of the list above in order of molar mass, ascending:
smiles | Lipid storage S3 | Lipid storage S3 cell count max
CCOC(=O)c1sc(N)c(C(=O)OC)c1C | 3% | 1
O=C1CSC(c2cccs2)N1c1ccccc1 (configuration not stated) | ? | nt
O=C(O)c1ccccc1N/N=C\c1ccnc2ccccc12 | -17% | -19

Continuation.
smiles | Lipid storage S3 | Lipid storage S3 cell count max
Cc1cc(Oc2ccc(OCC(N)=O)nn2)nc(Cl)n1 | ? | nt
CC1CCCC(C)N1CCNC(=O)CCc1nnc2n(Cc3ccccc3)c(=O)c3ccccc3n12 (configuration not stated) | ? | nt
O=C(COC(=O)Cc1ccc(Br)cc1)NC12CC3CC(CC(C3)C1)C2 | ? | nt
CCCCC(=O)Nc1cccc(NC(=O)c2cccc(Br)c2)c1 | i | nt
CC(=O)Nc1ccc(S(=O)(=O)Oc2ccc(C(=S)N3CCC(O)CC3)cc2)cc1 | i | -5
C=CCc1ccc(OCCOCCN(C)C)c(OC)c1 | ? | nt
COc1ccc(C2=NN(C(=O)c3cccs3)C(O)(C(F)(F)F)C2)cc1 (configuration not stated) | 10% | 7
Cc1cc2ccccc2n2c(SCC(=O)NCc3cccs3)nnc12 | ? | nt
CC(C)C[C@H](NC(=O)C1CC(=O)N(c2ccc3c(c2)OCO3)C1)C(=O)NC1CCCCC1 (some centres not stated) | i | -32
Cc1ccc(CSC2=NCCN2C(=O)c2ccco2)cc1 | 19% | 4
O=C(CSc1nnc(-c2ccncc2)n1Cc1ccco1)Nc1ccccc1Cl | ? | nt
Cc1cccc(NC(=O)c2ccc(S(=O)(=O)NCc3ccco3)cc2)n1 | ? | nt
COC(=O)c1ccc(NC(=O)c2ccc(OC(C)=O)c(OC)c2)cc1 | ? | nt
C[C@@H](C(=O)OCC(=O)NCCc1ccc(S(N)(=O)=O)cc1)N1C(=O)C2CCCCC2C1=O (some centres not stated) | ? | nt
O=[N+]([O-])c1ccc(N2CCN(S(=O)(=O)c3ccccc3)CC2)cc1NCCN1CCOCC1 | ? | nt
Cn1c(CN2CCN(CCO)CC2)c(C#N)c2ccccc21 | 0% | 15
Cc1cc(=O)oc(C)c1C(=O)NCc1c(F)cc(F)cc1F | i | nt
COc1ccc(C(NC(=O)C(C)C)c2c(O)ccc3ccccc23)cc1OC (configuration not stated) | ? | nt
COc1cccc(CC(=O)OCC(=O)N(C)CC(=O)Nc2ccccc2Cl)c1 | ? | nt
CN(C(=O)CCNC(=O)Cn1cnc2ccccc2c1=O)c1ccc(Br)cc1 | ? | nt
Cc1c(NC(=O)CSc2ccccc2Cl)c(=O)n(-c2ccccc2)n1C | ? | nt
CC(CNC(=O)CC(C)(C)C)NC(=O)CC(C)(C)C (configuration not stated) | 2% | 20
Cc1ccc(C)c(S(=O)(=O)N(C(=O)c2ccncc2)c2ccc(OC(=O)c3ccncc3)cc2)c1 | 2% | 8
O=C(CSc1nnc(Cc2ccccc2)n1Cc1ccco1)NC12CC3CC(CC(C3)C1)C2 | 12% | 18
COc1ccc([N+](=O)[O-])cc1C(=O)NCCOc1ccc(Cl)cc1 | ? | nt
CCCCOc1ccc(CSC2=NCCN2)cc1[N+](=O)[O-] | ? | nt
CCOC(=O)c1cnn(CCOC(=O)c2ccccc2)c1NC(=O)c1ccccc1 | 1% | 1
CCCCOC(=O)NS(=O)(=O)c1sc(CC(C)C)cc1-c1ccc(Cn2c(CC)nc3c(C)cc(C)nc32)cc1 | 22% | 5
O=C(CSc1ncn(-c2ccccc2)n1)Nc1nc(-c2ccccc2)cs1 | ? | nt
O=C(NCCN1CCOCC1)c1ccc(=O)n(Cc2ccc(Cl)cc2)c1 | ? | nt
Cc1ccc(NC(=O)CSc2n[nH]c(C)c2[N+](=O)[O-])cc1 | 6% | -6
NC(=O)c1ccc(Cn2c(C(=O)c3ccc(Cl)cc3)c3ccccc3[n+]2[O-])cc1 | ? | nt
COC(=O)CSc1nnc(-c2ccccc2OC)o1 | 22% | 8
Fc1ccc(C2N(c3ccccc3)C(=S)N3CCCN23)cc1 (configuration not stated) | 3% | -1
Cc1ccc(C)c(-n2nnnc2Sc2nnnn2-c2ccccc2)c1 | ? | nt
CCOC(=O)N1CCN(CC(=O)N2CCC(C(N)=O)CC2)CC1 | ? | nt
CC1(N2CCOCC2)CC2(O)C(=[N+]1[O-])CCc1nonc12 (configuration not stated) | ? | nt
Cc1ccc(NC(=O)c2ccccc2-c2ccccc2C(=O)O)cc1C | -2%[9.22 µM] | nt
Cc1cc(S(=O)(=O)N2CCN(c3c(C)cccc3C)CC2)ccc1F | -5% | -10
Cn1c(=O)c2c([nH]c(=O)n2C)n(C)c1=O | -3% | 14
CC(C)Cc1ccc(C(C)C(=O)OCC(=O)c2c[nH]c3ccccc23)cc1 (configuration not stated) | ? | nt
CCn1cc(C(=O)NCCCO)c(=O)c2cc(F)c(N3CCN(C)CC3)cc21 | -3% | 7
Cc1cccc(NS(=O)(=O)c2ccc(C(=O)N3CCC3)cc2)c1C | 21% | 19
CC1CCCC(C)N1C(=O)Cn1cc(/C=C2/C(=O)Nc3ccccc32)c2ccccc21 (configuration not stated) | 23µM* | -84*
CC(C)(C)CC(=O)Nc1nnc(SCC(=O)N2CCCCC2)s1 | ? | nt
O=C(NCCOc1ccccc1)c1cc2ccccc2o1 | ? | nt
Cn1nc(C(=O)Nc2nc3ccccc3[nH]2)ccc1=O | ? | nt
CN(C)S(=O)(=O)n1cc(/C=C(\NC(=O)c2ccccc2Cl)C(=O)NCCCn2ccnc2)c2ccccc21 | ? | nt
COc1ccccc1OCCCOc1ccc([N+](=O)[O-])cc1Cl | 10% | -16
Cc1ccc(N(CC(=O)N(C)Cc2ccccc2)S(C)(=O)=O)cc1C | 2% | 1

Next compounds follow.
smiles | Lipid storage S3 | Lipid storage S3 cell count max
CCO/N=C(\C)c1c(O)cc(C(C)C)n(-c2ccccc2)c1=O | ? | nt
CCOc1cccc(-c2c(C(=O)N/N=C(\C)c3cccs3)nnn2-c2nonc2N)c1 | ? | nt
Cc1c(C(=O)N2CCN(c3ccccc3)CC2)oc2c(Cl)cccc12 | 2% | 1
COc1ccc(S(=O)(=O)NCCc2csc(C)n2)cc1C | 13% | -3
CCCN1C(=O)c2ccccc2NC1c1ccc(OC)c(CSc2ccccn2)c1 (configuration not stated) | -6% | -4
Cc1ccc(COC(=O)c2cc(S(=O)(=O)N3CCOCC3)ccc2C)cc1 | ? | nt
O=C(NCC1CCCN1S(=O)(=O)c1cccs1)c1cccc(Cl)c1 (configuration not stated) | ? | nt
COc1cccc2c1O/C(=N\O)C(C(=O)Nc1cccc(C)c1C)C2 (configuration not stated) | ? | nt
CCOc1ccc(C(=O)C[n+]2ccccc2C)cc1 | -1% | -15
COc1ccccc1C(CCN(Cc1cccs1)C(C)=O)c1ccco1 (configuration not stated) | ? | nt

Compound profiles, as listed above:
CCO/N=C(\C)c1c(O)cc(C(C)C)n(-c2ccccc2)c1=O across the screens: Lipid storage S3 = ?; Lipid storage S3 cell count max = nt
Cc1cc(=O)oc(C)c1C(=O)NCc1c(F)cc(F)cc1F across the screens: Lipid storage S3 = i; Lipid storage S3 cell count max = nt

The list goes on:
smiles | Lipid storage S3 | Lipid storage S3 cell count max
CC(C)c1ccc(N2C(=O)/C(=C/N(C)C)SC2=S)cc1 | ? | nt
CCC(=O)NCCc1nc2ccccc2[nH]1 | ? | nt
Cn1c(CC2Sc3ccccc3NC2=O)nnc1SCC(=O)c1ccc(Cl)cc1 (configuration not stated) | ? | nt
CCOc1ccc(NC(=S)N2CCc3cc(OC)c(OC)cc3C2COc2ccc3c(C)cc(=O)oc3c2)cc1 (configuration not stated) | ? | nt
Cc1c(CNCCC2=CCCCC2)c(C(=O)O)c(C)n1Cc1ccccc1 | -17% | nt
Cc1cc(NS(=O)(=O)c2ccc(NC(=S)Nc3ccc(Cl)cc3C)cc2)no1 | 5% | 10
COc1ccc(/C=N/Nc2cc(C)nc3ccc(OC)cc23)c(OC)c1 | ? | nt
CC(C)(C)NC(=O)CSc1ccc(C(C)(C)C)cc1 | ? | nt
COc1ccc(/C=C/C(=O)OCC(=O)NCCC2=CCCCC2)cc1OC | 3% | 3
CC(OC(=O)/C=C/c1ccc2ccccc2n1)C(=O)N(C)c1ccccc1 (configuration not stated) | 14% | -2
COc1ccc(-c2cc(C(=O)N3CCCCCC3)c3cc(C)ccc3n2)cc1 | ? | nt
CC1CCN(C(=O)CSc2nc3ncccc3[nH]2)CC1 | i | -4
CC(=O)n1cc(Nc2ccc([N+](=O)[O-])cc2)c2ccccc21 | ? | nt
COc1ccccc1NS(=O)(=O)c1cc(NC(=O)c2cccc(S(=O)(=O)N(C)C)c2)ccc1N1CCOCC1 | i | nt
O=C(NCC(c1cccs1)N1CCOCC1)c1ccccc1NS(=O)(=O)c1ccc(Cl)cc1 (configuration not stated) | 3% | 3
C/C(=N\n1nnnc1Nc1ccccc1)c1ccc(N)cc1 | 6% | -11
O=C(CN1CCN(c2ccc(Cl)cc2)CC1)N1CCCC1 | ? | nt
Fc1ccc(CN2CCN3CCCC3C2C2CCCCC2)cc1F (configuration not stated) | -2% | -13
CC(C)Cc1nc2oc3c(NCC(C)O)ncnc3c2c2c1CCCC2 (configuration not stated) | ? | nt
O=C(OCc1nc2ccccc2s1)c1cnccn1 | ? | nt
NC(=O)c1ccccc1N/C=C1\CCCCC1=O | ? | nt
CCCCN(C(=O)CSCC(=O)Nc1ccc(C)cc1)c1c(N)n(CC(C)C)c(=O)[nH]c1=O | ? | nt
COc1ccc(OC)c(Nc2nc(-c3sc(C)nc3C)cs2)c1 | 2% | -21
CCc1ccc(Nc2n[n+](-c3ccccc3)c(-c3ccc(OC)c(Br)c3)s2)cc1 | ? | nt
COc1cccc(-c2nc(CS(=O)CC(=O)NCc3ccccc3)c(C)o2)c1 (configuration not stated) | ? | nt
CC(CC(=O)Nc1ccc(S(=O)(=O)Nc2ncccn2)cc1)c1ccccc1 (configuration not stated) | ? | nt
CCOc1cc(N2CCOCC2)c(OCC)cc1NC(=O)c1ccc(F)c(S(=O)(=O)N2CCOCC2)c1 | ? | nt

Not all compounds are listed; rates above refer to the full screens.
